Source: PubChem BioAssay (Sanford-Burnham Center for Chemical Genomics)
APOBEC3A inh = APOBEC3A ssDNA deaminase inhibitors, primary screen, selectivity assay for APOBEC3G inhibitor project, biochemical, FAM/TAMRA oligo cleavage fluorescence. DNA dC->dU-editing enzyme APOBEC-3A (Homo sapiens), P31941. recombinant A3A, FAM/TAMRA ssDNA deamination fluorescence. inhibition, % at 20 µM. actives 0.41% (n = 330,000);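 active = at least 40% inhibition at 20 µM here, with at most 30% in a related deaminase screen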;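 also: plate controls were A3A with DMSO for no effect and wells lacking A3A enzyme for full effect; some results filed as inactive read as strong as hits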
Target sequence (P31941 whole entry, looked up): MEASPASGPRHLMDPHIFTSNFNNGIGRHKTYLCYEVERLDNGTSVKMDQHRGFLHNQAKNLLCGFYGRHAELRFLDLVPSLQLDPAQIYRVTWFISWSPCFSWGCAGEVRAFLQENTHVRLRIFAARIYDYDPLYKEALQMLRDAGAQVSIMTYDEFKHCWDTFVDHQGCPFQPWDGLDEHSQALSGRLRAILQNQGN
MPTP inh = mitochondrial permeability transition pore inhibitors, primary screen, biochemical, isolated mouse mitochondria, absorbance | Ca2+ swelling absorbance, 30 min | inhibition, % at 10 µM | actives 1.4% (n = 360,000);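 active = inhibition of 50% or more, scaled per plate between neutral and stimulator controls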;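 also: 0% = DMSO wells given calcium and 100% = 1 mM EGTA wells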
mIAP inh = inhibitors of mouse IAP, primary screen, biochemical, luminescence, uHTS. actives 0.2% (n = 330,000). purified mouse IAP, CDP-Star luminescence, 30 min. intestinal alkaline phosphatase [Mus musculus]. inhibition, % at 10 µM;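 active = inhibition of at least 40% at 10 µM in the primary screen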;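 also: plate controls were DMSO with enzyme for no effect and no enzyme wells for full effect; values of inactives mirror those of a sister screen read the other way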
hIAP inh = human IAP inhibitors, primary screen, biochemical, luminescence, uHTS | inhibition, % at 10 µM | actives 0.12% (n = 330,000) | purified IAP, CDP-Star luminescence, 30 min | Intestinal-type alkaline phosphatase (Homo sapiens), P09923;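 active = inhibition reaching a set limit with compound at 10 µM in the primary screen, cut at about 35% in these data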;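 also: plate controls were DMSO wells with enzyme for no effect and no-enzyme buffer wells for full effect; values of inactives mirror those of a sister screen read the other way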
Target sequence (P09923 whole entry, looked up): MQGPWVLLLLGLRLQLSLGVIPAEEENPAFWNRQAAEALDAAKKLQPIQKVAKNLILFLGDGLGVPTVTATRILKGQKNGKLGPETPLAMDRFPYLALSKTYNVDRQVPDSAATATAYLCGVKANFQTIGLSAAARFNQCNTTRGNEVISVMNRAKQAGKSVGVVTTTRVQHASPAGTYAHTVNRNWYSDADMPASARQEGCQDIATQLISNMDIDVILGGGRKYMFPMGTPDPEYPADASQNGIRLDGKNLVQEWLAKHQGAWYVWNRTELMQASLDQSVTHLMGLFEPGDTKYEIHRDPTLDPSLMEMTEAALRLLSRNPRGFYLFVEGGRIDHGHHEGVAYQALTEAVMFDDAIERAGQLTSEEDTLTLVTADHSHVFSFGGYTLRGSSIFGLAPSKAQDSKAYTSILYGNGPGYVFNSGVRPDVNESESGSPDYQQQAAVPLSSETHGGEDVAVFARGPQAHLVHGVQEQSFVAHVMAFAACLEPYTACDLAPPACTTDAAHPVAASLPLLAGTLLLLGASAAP
ATG4B inh = ATG4B protease inhibitors, primary screen, biochemical, fluorescence, uHTS | ATG4B cleavage of LC3-PLA2, NBD-HPC fluorescence, 1 h | inhibition, % at 8.33 µM | actives 0.51% (n = 340,000) | AID 504462, 2011; in the data active = inhibition above about 40%
beta cell repl = inducers of MIN6 beta-cell proliferation, primary screen, ATP luminescence, uHTS | MIN6 cells proliferation, ATPlite luminescence, 48 h; cells starved in 0.2% serum; 100% = growth in 10% serum | proliferation, % at 10 µM | actives 0.29% (n = 330,000);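 active = compounds whose signal lies at least 3.5 SD above the mean of all wells on their plate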;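 also: 0% = DMSO-treated cells in low-serum medium and 100% = 10% serum control; some compounds called inactive have numbers as strong as hits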
APOBEC3G inh = APOBEC3G DNA deaminase inhibitors, primary screen, biochemical, fluorescence, single-stranded DNA substrate, uHTS; recombinant A3G, ssDNA deamination FAM/TAMRA fluorescence; actives 0.28% (n = 330,000); inhibition, % at 20 µM; AID 493012, 2011; DNA dC->dU-editing enzyme APOBEC-3G (Homo sapiens), Q9HC16;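 active = inhibition of at least 40% at 20 µM, with no more than 30% in the related APOBEC3A deaminase screen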;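 also: plate controls were DMSO wells with A3G for no effect and wells lacking A3G enzyme for full effect; some compounds called inactive have numbers as strong as hits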
hIAP act = human IAP activators, primary screen, biochemical, luminescence, uHTS; purified human IAP, CDP-Star luminescence, 30 min; stronger effect = higher value; 1 = vehicle-only enzyme, 0 = enzyme-free background; AID 2524, 2010; actives 0.16% (n = 330,000); Intestinal-type alkaline phosphatase (Homo sapiens), P09923; activation factor at 10 µM;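 active = activation factor of the enzyme at least 2-fold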; also: the source names both 10 and 20 µM as test concentration; values of inactives mirror those of a sister screen read the other way
mIAP activ = activators of mouse IAP, primary screen, biochemical, luminescence, uHTS. AID 2805, 2010. muIAP, CDP-Star luminescence, 30 min; stronger effect = higher value; 1 = vehicle-only enzyme signal, 0 = enzyme-free wells. activation factor at 10 µM. actives 0.24% (n = 330,000). intestinal alkaline phosphatase [Mus musculus];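 active = activation factor of at least 2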; also: the source names both 10 and 20 µM as test concentration; values of inactives mirror those of a sister screen read the other way
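also added = chemiluminescent substrate CDP-Star | test system = mouse IAP enzyme | signal = chemiluminescence readout | compound = DMSO-dissolved test compounds | incubation = 30 min at room temperature | benchmarks = DMSO wells, no-enzyme wells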
Starred values were filed as active, the others as inactive.

SMILES	APOBEC3A inh	MPTP inh	mIAP inh	hIAP inh	ATG4B inh	beta cell repl	APOBEC3G inh	hIAP act	mIAP activ
COc1ccc(CCN2CC(C(=O)N(C)CC(=O)Nc3ccc(Cl)c(C(F)(F)F)c3)CC2=O)cc1OC (stereo not drawn)	-2	-1.1	-7	10	-4	-2	-1	0.9	1.1
COc1cc(NC(=O)CN2C(=O)C(c3ccccc3)=NC23CCCCCC3)cc(OC)c1	-2	3.0	4	12	23	-4	-7	0.88	0.95
CCc1cc2ccc(C)cc2nc1SCC(=O)Nc1cc(OC)c(OC)cc1C(=O)O	-1	-1.0	11	14	16	-2	-9	0.86	0.89
COc1cc2ccccc2cc1C(=O)Nc1cc(C)ccn1	-2	1.5	10	9	-22	1	-6	0.91	0.9
Fc1ccccc1N1CCN(CC2CCCCC2)CC1	-9	0.1	-2	7	9	-1	-8	0.93	1
COc1ccc(S(=O)(=O)N2CCN(c3ncccn3)CC2)cc1[N+](=O)[O-]	-3	-0.4	4	-21	-5	-1	0	1.2	0.96
COc1cc(CCC(=O)Oc2ccc(C(C)=O)cc2)cc(OC)c1OC	-1	-0.2	-4	3	-1	0	0	0.97	1
Clc1ccc2c(c1)c1ccccc1n2CN1CCOCC1	1	2.1	-5	1	2	-3	1	0.99	1.1
COc1ccc(OC)c(NC(=O)COC(=O)CCS(=O)(=O)c2ccc(Cl)cc2)c1	2	0.1	6	11	-3	-3	0	0.89	0.94
Cc1ncsc1C(=O)O	1	-3.7	-14	-26	-1	0	-2	1.3	1.1

Ordered by heavy-atom count (largest number first): part of the list above
SMILES	APOBEC3A inh	MPTP inh	mIAP inh	hIAP inh	ATG4B inh	beta cell repl	APOBEC3G inh	hIAP act	mIAP activ
COc1ccc(OC)c(NC(=O)COC(=O)CCS(=O)(=O)c2ccc(Cl)cc2)c1	2	0.1	6	11	-3	-3	0	0.89	0.94
COc1ccc(S(=O)(=O)N2CCN(c3ncccn3)CC2)cc1[N+](=O)[O-]	-3	-0.4	4	-21	-5	-1	0	1.2	0.96
Fc1ccccc1N1CCN(CC2CCCCC2)CC1	-9	0.1	-2	7	9	-1	-8	0.93	1

Other records follow:
SMILES	APOBEC3A inh	MPTP inh	mIAP inh	hIAP inh	ATG4B inh	beta cell repl	APOBEC3G inh	hIAP act	mIAP activ
C=CCNC(=O)CNS(=O)(=O)c1ccc(F)cc1	-1	0.5	-8	-3	1	-1	-1	1	1.1
O=C(O)CSc1ccccc1C(=O)O	-4	-0.1	3	5	-9	1	-4	0.95	0.97
CN(C)C=NC(=O)c1ccc(N2CCN(c3ncc(C(F)(F)F)cc3Cl)CC2)cc1	0	3.9	5	-6	3	0	-2	1.1	0.95
Cc1ccc(NC(=O)c2nn(C34CC5CC(CC(C5)C3)C4)cc2[N+](=O)[O-])cc1	-5	0.4	8	5	0	-4	-6	0.95	0.92
CC(=O)c1ccc(N2CCN(S(=O)(=O)c3ccccc3)CC2)c(F)c1	-3	-1.4	-6	13	-4	-2	-5	0.87	1.1
CCOc1ccccc1NC(=O)COC(=O)CN1C(=O)NC(C)(C)C1=O	-3	0.1	-14	-22	1	-2	-7	1.2	1.1
Cc1c(Cl)ccc2c(C(=O)NCCN3CCCCC3)cc(-c3ccccn3)nc12	6	30	20	8	-1	-7	1	0.92	0.8
COc1ccc(-c2c(NC(=O)c3ccco3)oc3c(C)cccc3c2=O)cc1	-5	0.4	-2	-41	-2	-5	-6	1.4	1
COc1cccc(CNC(=O)Cn2c(=O)n(CCC(=O)N3CCCCC3)c(=O)c3sccc32)c1	4	-0.1	4	-12	0	-1	-2	1.1	0.96
Cc1onc(-c2ccccc2)c1C(=O)Nc1ccc(Cl)c(S(=O)(=O)N2CCOCC2)c1	4	0.3	7	-2	-69	0	-6	1	0.93
CCOc1ccc(C2/C(=C(\O)c3ccc4c(c3)OCCO4)C(=O)C(=O)N2Cc2cccnc2)cc1OCC (stereo not drawn)	-6	-0.1	-1	-16	-3	0	-5	1.2	1
COc1ccccc1N1CC(C(=O)Nc2ccc(S(=O)(=O)N3CCOCC3)cc2)CC1=O (stereo not drawn)	9	-1.1	2	-4	-6	0	0	1	0.98
O=C(CCn1c(=O)oc2ccccc21)NCCCN1CCOCC1	0	-0.5	3	4	0	2	-3	0.96	0.97
Cc1ccnc(NC(=O)CCC(=O)N(Cc2ccco2)C(C(=O)NC(C)C)c2ccc(F)cc2)c1 (stereo not drawn)	-2	0.4	-4	-6	5	-3	-1	1.1	1
O=C(Cc1ccc([N+](=O)[O-])cc1)Nc1ccc2c(c1)CCC2	-2	2.1	-4	0	3	2	-8	1	1
Cn1c(C(=O)NCc2cccs2)cc2c(=O)n(C)c3ccccc3c21	0	-0.3	4	5	-1	-3	3	0.95	0.96
CCCS(=O)(=O)N1CCC(C(=O)NCCCN(CC)c2cccc(C)c2)CC1	-5	-0.1	2	2	-9	-4	-5	0.98	0.98
CCOc1ccc(Cc2nnc(N)s2)cc1OCC	-2	-3.4	-4	-23	-12	1	-4	1.2	1
COc1ccc(-n2cnnc2SCc2ncc(-c3ccccc3)o2)cc1	-2	0.3	-10	-2	7	1	-3	1	1.1
COc1ccccc1NC(=O)N1CCC(c2nnc(SCC(N)=O)n2C)CC1	-4	-1.7	3	11	-7	-1	-2	0.89	0.97
CCc1noc(C)c1C(=O)Nc1nc(-c2ccc(NC(C)=O)cc2)cs1	0	-1.9	0	2	-5	0	-6	0.97	1
COc1ccc(N(C(=O)Cn2nnc3ccccc32)C(C(=O)NCc2ccco2)c2ccc(C)o2)cc1 (stereo not drawn)	-4	-0.9	7	-20	-5	2	-7	1.2	0.93
COc1ccc(-c2nn(-c3ccccc3)cc2/C=N/Nc2ccc(Cl)c(C(=O)O)c2)cc1OC	-1	0.0	-1	12	8	-3	-3	0.89	1
Cc1ccc(S(=O)(=O)N2CCOCC2)cc1C(=O)Nc1ccccc1F	-3	-1.5	2	-29	4	-2	-5	1.3	0.97
COc1ccc(-n2c(Cc3cc(=O)[nH]c(=O)[nH]3)nnc2SCC(=O)Nc2cc(C(F)(F)F)ccc2Cl)cc1	4	0.5	-1	-15	-10	-1	-9	1.1	1
CCOC(=O)c1ccc(N=c2sc(C(=O)OC)cc(=O)n2Cc2ccco2)cc1	-3	0.2	6	18	1	-7	-10	0.82	0.94
CCC/C(O)=C1\C(=O)CC(C)(C)CC1=Nc1ccccc1O	-3	1.3	-6	-12	-9	0	-7	1.1	1.1
Cc1ccc(NC(=O)CSc2n[nH]c(=O)n2C2CC2)cc1S(=O)(=O)N1CCOCC1	-2	1.9	7	3	-12	-3	-5	0.97	0.93
Cc1ccc(OCC(=O)NNC(=S)NC(=O)C2CCCCC2)c(C)c1	-1	18	-1	-74	0	-6	34	1.7	1
Cc1cc2nnc(SCC(=O)N3CCCCCC3)n2c(N)n1	0	-1.3	3	8	-1	0	4	0.92	0.97
O=C(OCCN1C(=O)c2ccccc2C1=O)Oc1ccccc1	-4	-0.5	-4	11	8	-1	-4	0.89	1
CC(=O)NCC(=O)N(Cc1ccco1)C1(C(=O)NC2CCCC2)CCCCC1	-2	0.9	6	-17	-5	2	-6	1.2	0.94
Cc1[nH]n(-c2ccc(Br)cc2)c(=O)c1C=Nc1ccc(S(=O)(=O)Nc2nccs2)cc1	2	2.1	5	-31	35	-5	-2	1.3	0.95
NCCCC[C@H]1CN=C(N)N1CCC12CC3CC(CC(C3)C1)C2	-5	8.4	0	3	-7	2	-5	0.97	0.99
Cc1ccc(N(CC(O)CN2C(=O)NC(C)(C)C2=O)S(=O)(=O)c2ccc(C)cc2)cc1 (stereo not drawn)	4	2.1	-4	7	-2	-3	3	0.93	1
Cc1ccc(/C=N/NC(=O)C(C)Oc2cccc3ccccc23)o1 (stereo not drawn)	6	0.3	14	10	-2	-2	0	0.9	0.86
CSc1nc2ccc(NS(=O)(=O)c3ccc(Br)s3)cc2s1	0	84*	9	6	-9	-2	-4	0.94	0.91
CCOC(=O)N1CCC(N2Cc3cccc(C(=O)N4CCN(C5CCCCC5)CC4)c3C2=O)CC1	2	-1.6	0	5	-20	-1	1	0.95	1
COC(=O)c1ccc(CN2CCc3ccc(NC(=O)c4ccncc4)cc3C2)cc1	-3	1.7	3	5	1	3	16	0.95	0.97
Cc1n[nH]c(=S)n(/N=C/c2ccccn2)c1=O	1	-11	9	2	5	-1	-1	0.98	0.91
Cc1ccccc1OCC(=O)NCCC1=CCCCC1	1	0.2	-3	5	-3	-1	-6	0.95	1
Cc1cc(C(=O)Nc2ccccc2[N+](=O)[O-])cs1	9	-1.6	1	-14	10	1	-4	1.1	0.99
O=C(NCCc1ccccc1)c1ccccc1Cl	2	-0.7	6	19	2	-5	-1	0.81	0.94
COc1ccc(CN(C#N)c2nc(SC)nc(N(C)C)n2)cc1	12	-4.7	0	11	-2	-3	-5	0.89	1
Cc1cc(NC(=O)c2cc(S(=O)(=O)N3CCCCC3)ccc2C)n(-c2ccccn2)n1	-3	1.2	10	-14	0	-2	-7	1.1	0.9
CCC(c1nnc(SCC(=O)N(C)c2ccccc2)n1Cc1ccccc1)N(C)C (stereo not drawn)	2	1.3	-11	-25	-11	-3	-7	1.3	1.1
CSc1nc(-c2ccccc2)[nH]c(=S)c1C(C)=O	4	0.3	-7	-6	-7	-5	-6	1.1	1.1
CC12CCC(C/C1=N\OC(=O)c1c(F)cccc1F)C2(C)C (stereo not drawn)	1	0.9	14	14	9	-1	-6	0.86	0.86
CCOC(=O)C1C(c2ccc(O)c(OCC)c2)NC(=S)NC1(O)C(F)(F)F (stereo not drawn)	-3	-1.5	5	16	-6	0	-5	0.84	0.95
Cc1cc2oc3ccc(NCCCN4CCOCC4)cc3c(=O)c2cc1C	-8	0.8	-2	-15	-4	-8	-16	1.1	1
Additional records
SMILES	APOBEC3A inh	MPTP inh	mIAP inh	hIAP inh	ATG4B inh	beta cell repl	APOBEC3G inh	hIAP act	mIAP activ
CC(C)NC(=O)CN1CCN(C(=O)CCl)CC1	1	-3.5	5	-5	0	-4	0	1.1	0.95
Cc1cc(C)n(CC(O)Cn2c3ccccc3c3ccccc32)n1 (stereo not drawn)	4	-17	-1	-1	4	1	-3	1	1
CCNc1nc(NC(C)(C)C)nc(N(C#N)CC)n1	-2	0.3	11	-4	-5	2	-8	1	0.89
CCn1cc(C(=O)O)c(=O)c2cc(F)c(N3CCN(C(=S)NC(=O)c4ccccc4Br)CC3)cc21	-8	-0.5	-7	-23	2	0	3	1.2	1.1
CCCCc1nc(SCCOC)c2c(=O)n(C)c(=O)n(C)c2n1	-6	2.1	-22	6	-11	1	-4	0.94	1.2
COc1ccc(CC(CC(=O)O)C(=O)Nc2ccccc2)cc1 (stereo not drawn)	1	0.2	6	6	-20	-3	-3	0.94	0.94
C=CCSc1nc2ccsc2c(=O)n1-c1ccccc1	-2	0.3	14	5	36	3	-5	0.95	0.86
